SENP7 block: SENP7 protease inhibitors, primary screen, biochemical, luminescence, uHTS; hit rate 1.5% among 330,000; recombinant SENP7, Z-RLRGG-aminoluciferin luminescence, 40 min; inhibition, % at 5 µM; AID 434973, 2010;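 active = inhibition above about 50% at the single test dose, limit read from the data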;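 also: plate controls were DMSO with enzyme for no effect and no enzyme buffer wells for full effect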
Target sequence (Q9BQF6 706-1050 limits assumed): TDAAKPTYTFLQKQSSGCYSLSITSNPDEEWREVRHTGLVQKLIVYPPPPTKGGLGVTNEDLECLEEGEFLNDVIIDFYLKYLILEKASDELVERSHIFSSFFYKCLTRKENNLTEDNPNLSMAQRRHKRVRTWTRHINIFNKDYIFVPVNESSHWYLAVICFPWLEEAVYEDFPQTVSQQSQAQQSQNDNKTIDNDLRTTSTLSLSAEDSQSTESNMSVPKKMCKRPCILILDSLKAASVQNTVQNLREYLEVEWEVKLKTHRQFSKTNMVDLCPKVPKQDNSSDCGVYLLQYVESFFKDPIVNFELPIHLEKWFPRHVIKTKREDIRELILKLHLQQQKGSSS
Jurkat NFkB inh: inhibitors of induced NF-kB luciferase reporter, primary screen, TCR NF-kB activation inhibitor project, cell-based, luminescence, uHTS; Jurkat, PMA/ionomycin-induced NF-kB luciferase reporter; inhibition, % at 4 µM; hit rate 0.53% among 330,000
Gli-Sufu block: Gli-Sufu pathway antagonists, primary screen, luciferase luminescence, Sufu-KO-LIGHT cells, uHTS; hit rate 0.74% among 340,000; inhibition, % at 5 µM; Sufu-KO-LIGHT fibroblasts, Gli luciferase reporter luminescence;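 active = inhibition above about 55%, limit read from the data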;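 also: 0% = DMSO-treated cells and 100% = wells with medium but no cells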
UBC13 polyUb: UBC13 polyubiquitin chain formation inhibitors, primary screen, biochemical, TR-FRET, uHTS | Ubiquitin-conjugating enzyme E2 N (Homo sapiens), P61088 | inhibition, % at 20 µM | hit rate 0.47% among 330,000; in the data active = inhibition above about 45%, passing the limit was not always enough
Target sequence (P61088 whole entry, looked up): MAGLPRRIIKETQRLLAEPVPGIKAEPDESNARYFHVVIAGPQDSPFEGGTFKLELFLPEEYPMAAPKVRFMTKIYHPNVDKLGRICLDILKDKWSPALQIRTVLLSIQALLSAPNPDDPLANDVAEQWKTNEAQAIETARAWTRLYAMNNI
Apaf-1 inh: inhibitors of human Apaf-1 apoptosome, primary screen, biochemical, DEVD-Rh110 fluorescence, uHTS; reconstituted apoptosome caspase-3 activity; inhibition, % at 20 µM; hit rate 0.71% among 330,000; active = inhibition of at least 40% at 20 µM;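 also: plate controls were DMSO wells for no effect and DEVD-CHO caspase inhibitor wells for full effect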
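Material: reconstituted apoptosome with Apaf-1, cytochrome c, caspase-9, procaspase-3, dATP / Buffer or medium: pH 7.5 Hepes buffer with CHAPS, BSA, DTT / Also added: cytochrome c with DEVD-Rh110 / Schedule: compound with Apaf-1, dATP, procaspase-3 30 min, then 50 min reaction, room temperature / Technique: rhodamine 110 fluorescence at Ex 480/Em 540 nm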
697 NFkB inh: inhibitors of PMA/ionomycin-induced NF-kB reporter, 697 cells, primary screen, B-cell NF-kB inhibitor project, cell-based, luminescence, uHTS; hit rate 0.33% among 330,000; inhibition, % at 4 µM; AID 435022, 2010; 697 B-cell NF-kB luciferase reporter, 16 h; in the data active = inhibition above about 35%
HKDC1 inhibitor: HKDC1 hexokinase inhibitors, primary screen, biochemical, fluorescence, uHTS; recombinant HKDC1, G6PDH/diaphorase resazurin coupled fluorescence; inhibition, % at 20 µM; hit rate 0.16% among 340,000;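 active = inhibition above about 35% when tested at 20 µM, limit read from the data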;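 also: plate controls were DMSO wells with enzyme for no effect and DMSO wells lacking enzyme for full effect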
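System: Recombinant HKDC1 hexokinase | Amount: HKDC1 at 5 µg/mL | Reagent: Glucose with 1 mM ATP | Doses: Single 20 µM dose | Incubation: Reaction time 90 min, room temperature, protected from light | Signal: Coupled resazurin fluorescence, excitation 525 nm, emission 613 nm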
SENP8 block: SENP8 protease inhibitors, primary screen, biochemical, luminescence | Sentrin-specific protease 8 (Homo sapiens), Q96LD8 | purified SENP8, Z-RLRGG-aminoluciferin cleavage | inhibition, % at 10 µM | hit rate 1.2% among 330,000 | AID 2540, 2010
Target sequence (Q96LD8 whole entry, looked up): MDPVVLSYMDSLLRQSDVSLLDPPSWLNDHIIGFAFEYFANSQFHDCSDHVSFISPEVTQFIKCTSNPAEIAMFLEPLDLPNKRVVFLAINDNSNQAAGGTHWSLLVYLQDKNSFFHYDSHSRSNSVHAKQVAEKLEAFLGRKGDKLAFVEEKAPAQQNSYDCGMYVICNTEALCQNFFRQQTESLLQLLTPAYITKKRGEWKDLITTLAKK
Numbers without * were called inactive. Rule as the data show it, unless noted: active = inhibition above about 50%; inactive = the rest.

SMILES	SENP7 block	Jurkat NFkB inh	Gli-Sufu block	UBC13 polyUb	Apaf-1 inh	697 NFkB inh	HKDC1 inhibitor	SENP8 block
NNC(=O)c1cccc(Cn2cc(Br)c([N+](=O)[O-])n2)c1	-5.9	-8.4	-1.5	2.5	-16.3	23.1	-0.6	-4.0
CCn1c(NCc2ccco2)nc2ccccc21	-2.8	3.6	5.9	-11.9	0.6	-29.8	-3.2	-8.1
O=C(Nc1cccc(-c2nc3cccnc3s2)c1)c1cccnc1Cl	5.9	-6.6	-6.2	-3.2	-8.4	-31.4	-2.5	-3.8
O=C(CCn1c(=S)[nH]c2ccccc2c1=O)N1CCOCC1	-3.5	-5.0	0.8	7.1	-0.4	5.4	-5.1	1.4
Clc1ccsc1-c1csc(-c2cccnc2)n1	45.0	4.3	-30.4	1.5	16.9	-72.7	-3.5	31.7
CC(C)N(C(=O)CSc1nc2ccccc2c(=O)[nH]1)C(C)C	5.5	-26.9	-1.8	0.4	-1.9	26.8	-5.1	8.3
CC(=O)c1ccc(Nc2cc(C)nc3c(C)cccc23)cc1	-0.6	56.5*	-5.0	0.0	-6.7	-99.9	-10.8	6.6
CC(=O)N/C(=C\c1ccccc1)C(=O)OCC(=O)NC(C)C12CC3CC(CC(C3)C1)C2 (stereo not given)	8.4	-1.2	13.8	-4.7	19.3	9.2	-5.7	-1.3
COc1ccc(COC(=O)c2ccc(Cl)c(S(=O)(=O)N3CC(C)OC(C)C3)c2)cc1 (stereo not given)	-3.6	2.9	7.4	2.8	18.3	-10.9	8.1	-5.9
O=C(CSc1nnc(Cc2ccccc2)o1)Nc1ccc(Br)cn1	-6.4	-7.2	-4.1	-10.4	-4.4	9.6	-5.9	-3.7
CC1CCN(C2CCN(S(=O)(=O)c3ccc(F)cc3)CC2)CC1	9.5	5.5	8.1	9.5	-2.7	-0.4	-1.3	-6.5
COc1ccc(S(=O)(=O)N(C)CC(=O)NCc2cccnc2)cc1	2.8	-1.5	-17.2	4.4	-10.7	6.5	1.6	0.9
CC1(C)C(O)=C(c2nc3ccccc3[nH]2)C(=N)N1c1ccccc1	-4.4	-10.6	3.9	-8.2	3.7	2.5	-0.5	0.8
Cc1ccc(-c2[nH]c(-c3ccc(Cl)cc3)nc2SCC(=O)NCC2CCCO2)cc1 (stereo not given)	1.5	-7.6	12.1	7.5	18.9	3.6	-6.3	-0.2
O=C(COC(=O)CN1C(=O)c2cccc([N+](=O)[O-])c2C1=O)NC1CCS(=O)(=O)C1 (stereo not given)	-8.8	-16.3	0.3	-17.0	-9.4	6.7	-1.9	-6.4
Cc1noc(C)c1CSc1nc2ccccc2[nH]1	11.4	-4.1	14.4	-2.3	-7.3	-1.1	-2.5	-0.9
CC1CCCCC1NC(=O)CCCc1nc2ccccc2c(=O)[nH]1 (stereo not given)	-8.6	2.6	-0.8	2.4	-6.3	2.8	-6.7	-6.2
Cc1ccc(CCC2C3=C(CCCC3=O)OC3=C2C(=O)CCC3)cc1	-2.5	-10.8	8.2	3.5	-5.5	-7.4	13.2	-5.9
Cc1cc(C(=O)NC2CC2)c2ccccc2n1	5.7	4.0	-3.5	-7.3	-10.6	6.4	-2.3	3.8
COc1ccc(-n2nc(C(=O)NCC(=O)N3CC(C)CC(C)C3)c3ccccc3c2=O)cc1 (stereo not given)	4.9	-1.5	4.3	4.6	22.4	-9.5	0.4	-3.4
CC(=O)c1cccc(CN2CCc3ccc(NC(=O)C4CCCO4)cc3C2)c1 (stereo not given)	-3.7	3.6	15.4	1.1	9.6	-9.3	-6.1	-1.9
CCN(C(=O)c1cccc(NC(=O)c2ccccc2)c1)C1CCCCC1	-6.6	13.1	-2.8	-2.8	23.0	-8.6	-4.2	-8.0
CC(=O)c1ccc(N2CCN(C(=O)c3ccc4ccccc4n3)CC2)cc1	-0.9	33.9	-5.5	6.9	9.0	-3.3	1.8	-3.7
O=C(C1CCC1)N1CCN(c2cccc(C(F)(F)F)c2)CC1	-7.4	-8.1	-18.6	2.1	-0.8	-6.1	2.1	5.9
Cc1nn2cc(-c3cccc(Cl)c3)cnc2c1Cl	70.8*	3.1	-27.3	4.4	-3.6	-132.0	-2.8	19.6
Following part:
SMILES	SENP7 block	Jurkat NFkB inh	Gli-Sufu block	UBC13 polyUb	Apaf-1 inh	697 NFkB inh	HKDC1 inhibitor	SENP8 block
Cc1cn(CCC(=O)Nc2ccc(N3CCOCC3)cc2)c2ccccc12	-2.6	-33.0	0.5	4.7	-20.9	-55.2	-1.2	4.0
Cc1cccc(NC(=O)c2nc[nH]c2C(=O)NCC(=O)OC(C)(C)C)c1	0.9	11.8	54.5	19.0	20.7	-11.0	-2.9	-7.2
CC(OC(=O)c1ccco1)C(=O)NC1CCCCC1 (stereo not given)	-3.5	-0.4	6.4	6.5	-3.5	4.7	-2.5	-2.5
COc1ccccc1NC1CCCCC1NS(=O)(=O)c1ccccc1 (stereo not given)	2.9	11.1	-11.4	9.2	14.1	21.1	0.0	-1.4
O=C1CCC(=O)N1c1ccc(NC2CCN(Cc3ccccc3)CC2)c([N+](=O)[O-])c1	9.3	-15.4	11.1	-21.0	-13.4	14.5	-4.0	0.1
Cc1nc2ccc(NC(=O)C(F)(F)F)cc2o1	-2.5	-1.7	6.4	-8.8	12.0	-12.4	0.1	-2.1
O=C(Nc1nc2ccc([N+](=O)[O-])cc2s1)c1ccncc1	85.8*	-51.8	-34.4	-8.4	-30.8	-139.1	6.4	87.5*
O=C(c1cccc2ccccc12)N1CCN(CC2CC=CCC2)CC1 (stereo not given)	-2.9	1.8	6.0	2.3	7.3	12.9	-7.7	-0.4
Cc1oc(C(C)(C)C)cc1C(=O)NCc1ccc2c(c1)OCO2	-1.5	-6.9	-3.8	3.6	-19.5	-3.2	0.5	-1.9
Cc1cc(C)cc(NC(=O)CSc2nc(N)c(NC(=O)c3cccs3)c(=O)[nH]2)c1	0.2	7.3	-8.2	-6.1	3.1	-5.9	-0.8	5.6
CC(=O)c1cccc(NC(=O)CN(C)Cc2ccc(OC(F)F)cc2)c1	4.9	11.8	6.2	-3.6	4.5	16.8	-7.8	0.7
CN(C(=O)c1ccc2c(c1)CCO2)C(C)(C)C	-3.5	11.5	-2.7	8.4	-13.9	0.5	-8.3	-2.3
Oc1ccc(/C=N/Nc2nc(-c3ccccc3F)nc3ccccc23)c(O)c1	0.5	13.8	14.7	-22.5	-23.1	10.1	-8.3	5.4
COc1ccc(N=C2SCC(c3ccccc3)=NN2C)cc1	-3.6	-3.7	-11.8	-4.8	-1.0	-28.4	-1.9	-3.2
O=C(/C=C/c1ccc(Cl)c(Cl)c1)N1CCOCC1	2.8	-26.1	-31.8	2.7	-20.7	-4.0	-4.9	-4.1
C/C(=N\NC(=O)CN1CCN(Cc2ccc(C)cc2)CC1)c1ccncc1	-4.7	-2.3	2.1	-13.1	-2.0	-3.5	-9.8	-10.4
COc1ccc(CNc2ccc3cn[nH]c3c2)c(OC)c1OC	26.2	10.4	3.1	6.4	46.2*	9.1	6.7	18.6
CCOc1ccc(NS(=O)(=O)c2ccc3c(c2)CCN3C(C)=O)cc1	-4.8	3.5	28.5	-1.1	11.6	-34.2	-1.7	-15.4
Cc1ccc(/C=C2\C(=N)N3N=C(CC(=O)N4CCCCC4)SC3=NC2=O)cc1	0.1	2.9	-15.6	-8.2	3.7	3.0	-2.6	-2.0
O=C(O)c1ccc(/C=N/Nc2cccc(C(F)(F)F)c2)cc1	-24.6	-29.4	-33.5	-22.0	21.6	-163.0	-1.6	-2.8
COc1ccc(CNC(=O)Cn2nc(-c3ccc4c(c3)OCCO4)ccc2=O)cc1	-8.9	-2.4	-15.5	-3.9	14.2	6.3	-7.9	-2.7
Cc1ccccc1-n1ncc2c1CC(C)(C)CC2NC(=O)c1cn[nH]c1C (stereo not given)	-2.3	-9.9	35.1	6.2	-3.9	-24.0	-4.1	5.7
N#C/C(=N\Nc1ccc(S(=O)(=O)N2CCc3ccccc32)cc1)C(N)=S	-5.7	7.5	-0.5	-48.9	5.1	3.2	0.8	-6.6
O=C(NCCC1CCCCN1S(=O)(=O)c1ccccc1)C(=O)NCc1ccccc1 (stereo not given)	-2.7	6.5	-8.2	0.9	7.7	12.2	-2.0	-7.2
CC(C)NC(=O)CC(=O)N/N=C/c1ccccc1F	0.2	4.3	23.6	-3.3	-17.1	3.4	-3.7	3.9

Quoted from above, nine compounds:
SMILES	SENP7 block	Jurkat NFkB inh	Gli-Sufu block	UBC13 polyUb	Apaf-1 inh	697 NFkB inh	HKDC1 inhibitor	SENP8 block
Cc1cn(CCC(=O)Nc2ccc(N3CCOCC3)cc2)c2ccccc12	-2.6	-33.0	0.5	4.7	-20.9	-55.2	-1.2	4.0
Cc1cccc(NC(=O)c2nc[nH]c2C(=O)NCC(=O)OC(C)(C)C)c1	0.9	11.8	54.5	19.0	20.7	-11.0	-2.9	-7.2
CC(OC(=O)c1ccco1)C(=O)NC1CCCCC1 (stereo not given)	-3.5	-0.4	6.4	6.5	-3.5	4.7	-2.5	-2.5
COc1ccccc1NC1CCCCC1NS(=O)(=O)c1ccccc1 (stereo not given)	2.9	11.1	-11.4	9.2	14.1	21.1	0.0	-1.4
O=C1CCC(=O)N1c1ccc(NC2CCN(Cc3ccccc3)CC2)c([N+](=O)[O-])c1	9.3	-15.4	11.1	-21.0	-13.4	14.5	-4.0	0.1
Cc1nc2ccc(NC(=O)C(F)(F)F)cc2o1	-2.5	-1.7	6.4	-8.8	12.0	-12.4	0.1	-2.1
O=C(Nc1nc2ccc([N+](=O)[O-])cc2s1)c1ccncc1	85.8*	-51.8	-34.4	-8.4	-30.8	-139.1	6.4	87.5*
O=C(c1cccc2ccccc12)N1CCN(CC2CC=CCC2)CC1 (stereo not given)	-2.9	1.8	6.0	2.3	7.3	12.9	-7.7	-0.4
Cc1oc(C(C)(C)C)cc1C(=O)NCc1ccc2c(c1)OCO2	-1.5	-6.9	-3.8	3.6	-19.5	-3.2	0.5	-1.9

(further entries)
SMILES	SENP7 block	Jurkat NFkB inh	Gli-Sufu block	UBC13 polyUb	Apaf-1 inh	697 NFkB inh	HKDC1 inhibitor	SENP8 block
COc1ccc(CCNC(=O)CCCOc2cccc(C)c2C)cc1OC	3.4	2.6	-2.5	-7.1	-11.9	13.5	14.2	5.8
COc1nc(-c2ccccc2)ccc1-c1noc(-c2ccccc2F)n1	26.0	-49.0	6.1	25.5	3.4	-18.9	-7.4	-3.1
COc1ccc(NC(=O)c2cccc(S(=O)(=O)NCc3ccccc3)c2)cc1S(N)(=O)=O	-4.0	19.1	-1.0	-5.1	-6.9	5.5	0.8	7.5
Cc1ccccc1OCc1n[nH]c(=S)n1-c1ccccc1	-2.6	5.6	6.0	9.6	1.9	-0.2	-0.2	-3.3
O=C(NCCCn1ccnc1)c1cc(-c2cccc(O)c2)on1	5.3	-40.6	8.2	17.3	-27.7	-17.2	-3.9	-2.9
CN(C(=O)CCc1nc2ccccc2s1)c1ccccc1	-9.4	17.2	-3.3	4.4	-24.5	4.4	-8.7	-8.2
CCOc1cccc(CN2CCCC(N3CCc4cc(OC)c(OC)cc4C3)C2)c1O (stereo not given)	-6.9	4.4	2.5	-1.8	2.6	-12.1	1.2	-1.5
CCOC(=O)c1ccc(NC(=O)NCCc2ccccc2OC)cc1	3.9	10.0	8.3	16.8	16.8	6.1	-5.8	-2.0
CCOc1cc(NC(=O)C2CC2)c(OCC)cc1NC(=O)c1cccc(F)c1	-0.9	3.5	-15.6	16.9	-4.1	8.6	-4.2	1.8
CC(C)(C)OC(=O)C[C@H]1C/C=C\C[C@@H](CC(=O)N[C@H](CO)Cc2ccccc2)C(=O)NCCOC1=O	-4.4	11.9	-7.8	-10.1	-9.2	-13.5	-7.8	7.5
